Screens (PubChem)
GCN5L2 inh – inhibitors of human GCN5L2 histone acetyltransferase; Q92830; GCN5L2 HAT assay, ThioGlo1 CoA-SH fluorescence; Potency, µM (highest dose often 58.9 µM), without a hit: at the highest dose activity change, negative = inhibition, most hits filed as inhibitors; actives 0.21% (n = 390,000); AID 504327
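ThioGlo1-coupled HAT assay: 20nM GCN5L2, 70uM acetyl-CoA, 75uM H3(1-25) peptide, pH 7.5. Fluorescence read at 340/540nm at start and after 20 min at room temperature.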
FEN1 inh – human FEN1 inhibition; P39748; Recombinant FEN1 flap cleavage, fluorescence, 15 min; Potency, µM (top dose mostly 114 µM), without a hit: at the highest dose activity change, negative = inhibition, hits mostly inhibitors; actives 0.35% (n = 390,000); AID 588795; further: nearly all actives have a fitted effect of over 65% in size
Target sequence (P39748 whole entry, looked up): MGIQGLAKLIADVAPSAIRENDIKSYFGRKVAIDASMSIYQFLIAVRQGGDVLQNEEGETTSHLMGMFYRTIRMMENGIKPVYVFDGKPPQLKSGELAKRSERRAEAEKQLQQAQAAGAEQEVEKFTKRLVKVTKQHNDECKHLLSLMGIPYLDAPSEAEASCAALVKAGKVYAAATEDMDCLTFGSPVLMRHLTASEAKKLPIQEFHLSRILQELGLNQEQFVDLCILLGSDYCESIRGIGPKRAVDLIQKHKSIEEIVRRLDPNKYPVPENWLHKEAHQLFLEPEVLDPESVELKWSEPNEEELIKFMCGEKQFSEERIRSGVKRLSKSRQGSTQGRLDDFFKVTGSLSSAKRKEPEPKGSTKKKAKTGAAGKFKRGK
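Steps: FEN1 (10 nM) dispensed; compound added by pin tool; 15 min at room temperature; substrate added to 50 nM final; reads at 0 min and 15 min; data normalized and fitted (four-parameter Hill).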
N370S GC mod – inhibits or activates N370S mutant glucocerebrosidase; actives 0.092% (n = 330,000); Potency, µM (doses to about 59.4 µM), for inactives: top-dose activity change, negative = inhibition, usual class: inhibitors; N370S GC spleen homogenate, 4MU-glucoside fluorescence; P04062;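 further: 0% = full enzyme activity and -100% = no enzyme basal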
* hit, by the source's call; u = inconclusive; x = no result given; & = joins results of further samples; [ ] = remark or other dose. The call rests on the fitted dose curve; in most records, active means well fitted curve in the direction sought with a large enough effect; inconclusive means small, poorly fitted or top-dose-only effect, or another doubt; inactive means no such curve, though single readings can be large; an effect the other way counts as inactive or inconclusive. Unless noted, on the % scale 0 is the no-effect control and ±100 the full control effect; potency means the concentration at half of the fitted maximal effect.

The opening 4 entries, to show the layout:
SMILES | GCN5L2 inh | FEN1 inh | N370S GC mod
CC(C)(C)S(=O)(=O)/C(C#N)=N/Nc1ccc(Cl)cc1 | -2% | -7% | -9%
COc1ccc(CCNC(=O)CSCc2nc(-c3cccc(C)c3)oc2C)cc1OC | -5% | -10% | x
CN1C(=S)SC(C)(C)C1(C)NO (stereo not drawn) | -2% | -8% | -21%
O=C(Nn1c(Cc2cccs2)nc2ccccc2c1=O)c1cccs1 | -3% | 1% | -11%

Main list, from the start:
SMILES | GCN5L2 inh | FEN1 inh | N370S GC mod
CC(C)(C)S(=O)(=O)/C(C#N)=N/Nc1ccc(Cl)cc1 | -2% | -7% | -9%
COc1ccc(CCNC(=O)CSCc2nc(-c3cccc(C)c3)oc2C)cc1OC | -5% | -10% | x
CN1C(=S)SC(C)(C)C1(C)NO (stereo not drawn) | -2% | -8% | -21%
O=C(Nn1c(Cc2cccs2)nc2ccccc2c1=O)c1cccs1 | -3% | 1% | -11%
OC(CCCN1CCCCC1)(c1ccccc1)c1ccccc1 | 2% | 17% | 4%
Cn1cccc1C(=S)N1CCOCC1 | 1% | 4% | 1%
Cc1cccc(NC(=O)COc2cccc3c(=O)n(C)ccc23)c1C | 8% | 14% | x
COc1cc2c(cc1OC)C(COc1ccc3c(C)cc(=O)oc3c1)N(C(=O)c1ccc(C)cc1)CC2 (stereo not drawn) | -6% | -5% | x
OCc1cn(-c2ccccc2)nn1 | 2% | 5% | -3%
CCN(CC(=O)NC1CCS(=O)(=O)C1)Cc1nc2c(Br)cc(Br)cc2c(=O)[nH]1 (stereo not drawn) | -7% | 2% | -3%
Cc1ccc(Nc2sc(C(=O)c3ccccc3)c(N)c2C(=O)Nc2ccc(Cl)cc2)cc1 | 1% | -7% | x
Cc1ccnc2nc(C(=O)Nc3nnc(-c4ccc(Cl)cc4)o3)nn12 | -14% | -11% | 2%
CCN(C(=O)COC(=O)c1cc(-c2ccccc2)nc2c1c(C)nn2-c1ccc(C)cc1)C1CCS(=O)(=O)C1 (stereo not drawn) | 1% | -23% | -6%
C[C@H](Oc1ccccc1)C(=O)N[C@@H]1C(=O)N2[C@@H]1SC(C)(C)[C@@H]2C(=O)O | -16%[21.4 µM] | x | 11%[21.6 µM]
COCCNC(=S)Nc1cc(OC)c(NC(=O)c2ccco2)cc1OC | 1% | 0% | 1%
Cc1c(NC(=O)CSc2ncnc3ccccc23)c(=O)n(-c2ccccc2)n1C | -1% | -3% | -6%
Cc1oc(-c2ccc(C(F)(F)F)cc2)nc1CN(Cc1ccccn1)C[C@@H]1CCC(=O)N1 | 1% | 14% | 3%
CCOc1ccc(OCCCC(=O)N2CCN(S(=O)(=O)c3ccccc3C#N)CC2)cc1 | -10% | -11% | x
CCOc1c(Cl)cc(CNc2ccc(N3CCCC3)cc2)cc1OC | -9% | 0% | 0%
CCC(=O)N1CCC(C(N)=O)(N2CCCCC2)CC1 | -1% | -5% | 6%
COc1ccc(N2CCN(C(CNC(=O)c3cccc(OC)c3)c3cccnc3)CC2)cc1 (stereo not drawn) | 2% | 2% | x
O=C(Nc1nc(-c2ccccc2)cs1)C1CCCO1 (stereo not drawn) | -4% | -18% | 10%
CCOC(=O)CSc1nnc(CNC(=O)Cc2ccccc2)n1C | -15% | -4% | -3%
O=C(O)c1cccc(N2C(=O)/C(=C/c3ccc(SCc4ccc(Cl)cc4)o3)SC2=S)c1 | 22µM* | u | 11%
CCC(C(=O)NC(C)(C)C)N(Cc1ccco1)C(=O)CNS(=O)(=O)c1ccc(OC)cc1 (stereo not drawn) | -4% | 8% | 9%
CCOC(=O)C1C(=O)CC(C)(O)C(C(=O)OCC)C1c1ccc(Br)cc1 (stereo not drawn) | 16% | 3% | 1%
O=C(/C=C/c1c(Cl)nc2ccccn12)Nc1ccc(F)cc1 | -11% | -12% | -16%
O=C1Cn2c(nc3ccccc32)N1c1cccc(C(F)(F)F)c1 | u | 5% | 23%
O=S(=O)(NCC1COc2ccccc2O1)c1ccc2ccccc2c1 (stereo not drawn) | -12% | -14% | 12%
Cc1cc(C)c(NC(=O)Cn2c(=O)n(-c3ccc(CC(=O)NCC4CCCO4)cc3)c(=O)c3ccccc32)c(C)c1 (stereo not drawn) | -2%&-3% | -3%&1% | -17%
COC(=O)C1=C(C)N(C)C(=O)NC1c1cccc2ccccc12 (stereo not drawn) | -17% | -3% | -1%
O=C(NCCCn1ccnc1)c1cc(Br)c(Br)s1 | -7% | 0% | -18%
Cc1nc(SCC(=O)N2CCOCC2)c2c3c(sc2n1)CCC3 | -3% | -8% | x
O=C(CCCOc1ccc(Cl)cc1Cl)Nc1ccccc1C(=O)O | 2% | -7% | 0%
NS(=O)(=O)c1ccc(NC(=O)CSc2ncccn2)cc1 | -3% | 0% | 0%
COc1ccc(NC(=O)CC2C(=O)N(c3cccc(OC)c3)C(=O)N2C(C)C)cc1 (stereo not drawn) | -3% | -10% | 5%
O=C1CCCCCN1CP(=O)(O)CCc1ccccc1 | 3% | -8% | -1%
Cc1noc(C)c1NC(=O)Nc1ccc2c(c1)C(=O)N([C@H](C)CO)C[C@H](C)[C@@H](CN(C)C(=O)Nc1ccc(C(F)(F)F)cc1)O2 | 1% | 12% | x
COc1cc(C(=O)NCc2cc3cc(Cl)ccc3n2C)cc(OC)c1OC | 2% | -8% | -12%
CN(C)S(=O)(=O)n1cc(/C=C(\NC(=O)c2ccccc2F)C(=O)NCCCn2ccnc2)c2ccccc21 | -6%&-4% | -15%&-7% | -4%
COc1cccc(OC)c1C(=O)N1CCN(S(=O)(=O)c2ccc(C)cc2)CC1 | x | 0% | 3%
CCC12CN3CC(C)(CN(C1)C3c1c(C)n(C)c3ccccc13)C2=O (stereo not drawn) | -4% | -5% | x
COc1ccc(-n2c(O)c(/C=C3\C=Nc4ccccc43)c(=O)[nH]c2=O)cc1 | -1% | -17% | -1%
CCc1nnc(NC(=O)C2=NN(C3CCS(=O)(=O)C3)C(=O)CC2)s1 (stereo not drawn) | 0% | -1% | -9%
Cc1cc(NC(=O)CN2CCN(c3ccccc3O)CC2)no1 | -6% | -8% | 7%
Cc1cccc(OCC(=O)NNc2c3ccccc3nc3ccccc23)c1 | -9% | -1% | u
COc1ccc(CCNC(=O)c2cc3c(=O)n(C)c4ccccc4c3s2)cc1OC | -4% | -19% | x
COc1cc(C(=O)NCc2nnc(SCC(=O)Nc3c(C)cc(C)cc3C)o2)cc(OC)c1OC | 1% | -2% | -2%
COCCN1Cc2cccc(C(=O)NCC3CCN(CC(C)C)C3)c2C1=O (stereo not drawn) | -2% | 1% | -16%
CCC12OC(=N)C(C#N)(C1C)C(C#N)(C#N)C(c1ccccc1)O2 (stereo not drawn) | -6% | 6% | u
Continued.
SMILES | GCN5L2 inh | FEN1 inh | N370S GC mod
CCN(CC)C(=O)C1CCN(Cc2ccc(OCc3ccccc3)c(OC)c2)CC1 | -1% | 20% | -5%
CN(C)CCNc1nc2c(c(=O)[nH]c(=O)n2C)n1CCCc1ccccc1 | 1% | 1% | -4%
O=C(Cc1cccc(C(F)(F)F)c1)NCC(c1ccco1)N1CCCCC1 (stereo not drawn) | -4% | 5% | -11%
O=C(/C=C/c1ccc([N+](=O)[O-])cc1)Nc1cccc(C(=O)Nc2ccccc2C(=O)O)c1 | u | u | -14%
COc1ccc(C(=O)Nc2ccc(C(=O)N3CCOCC3)cc2)cc1OC | -1% | 6% | -1%
CC1(C)Cc2c(c(N3CCCC3)nc3sc(C(=O)Nc4ccccc4)c(N)c23)CO1 | -22% | -2% | u
Cc1cc(=O)n2[nH]c(CCC(=O)O)nc2n1 | -3% | 0% | 7%
Cc1ccsc1CN(C)C(=O)CCc1nnc(COc2ccccc2)o1 | 8% | 3% | -3%
COc1ccc([N+](=O)[O-])cc1N(CC(=O)N1CCCC1)S(C)(=O)=O | -1% | 16% | 20%
CCOC(=O)C1CCCN(C2CC(=O)N(c3ccc(C)cc3)C2=O)C1 (stereo not drawn) | -4% | 1% | 3%
CC(C)(C)C(=O)Nc1c2c(nn1-c1ccc(F)cc1)CSC2 | -5% | -14% | -1%
Cn1c(=O)c2sccc2n2c(CCC(=O)Nc3ccc(F)cc3)nnc12 | -3% | 2% | x
O=C(CNc1ccc(F)cc1Cl)Nc1cccc(S(=O)(=O)N2CCCCC2)c1 | -11% | 5% | x
O=C(CSc1nnc(NC(=O)C2CCC2)s1)Nc1ccccc1Br | -2% | 5% | -2%
COc1ccc(-n2c(O)c(/C=N/NS(=O)(=O)c3ccc(C)cc3)c3ccccc3c2=O)cc1OC | -6% | -33% | -18%
CCN1CCN(CC(=O)Nc2c(C(=O)OC)[nH]c3cccc(Cl)c23)CC1 | -12% | x | -7%
CC(C)CCNC(=O)c1nn(Cc2ccccc2)c(=O)c2ccccc12 | -1% | 13% | -7%
Cc1cc(Br)ccc1OCCOCCN1CCCC1 | -8% | -10% | -18%
Cc1ccc(-n2ncc3c(Nc4cccc(Cl)c4)ncnc32)c(C)c1 | -7% | -17% | x
O=C(CN1CCC(n2nnc3ccccc32)CC1)Nc1ccc2c(c1)CCC2 | -13% | -9% | 5%

Next section; the last 4 above are carried over.
SMILES | GCN5L2 inh | FEN1 inh | N370S GC mod
CC(C)CCNC(=O)c1nn(Cc2ccccc2)c(=O)c2ccccc12 | -1% | 13% | -7%
Cc1cc(Br)ccc1OCCOCCN1CCCC1 | -8% | -10% | -18%
Cc1ccc(-n2ncc3c(Nc4cccc(Cl)c4)ncnc32)c(C)c1 | -7% | -17% | x
O=C(CN1CCC(n2nnc3ccccc32)CC1)Nc1ccc2c(c1)CCC2 | -13% | -9% | 5%
COc1ccc(S(=O)(=O)N2CCN(C(=O)c3oc4ccccc4c3C)CC2)cc1 | -7% | -18% | -1%
O=C(N/N=C/c1ccc(O)cc1)c1nc(-c2ccccc2)n(-c2ccccc2)n1 | -8% | -1% | u
CCCNC(=O)c1ccc(Cn2cc(C(F)(F)F)ccc2=O)cc1 | 0% | -3% | -2%
COc1ccc2[nH]cc(CCNc3ncnc4ccc(-c5ccc(C(=O)N(C)C)cc5)cc34)c2c1 | -5% | x | -21%
COC(=O)C1=C(C)N(Cc2ccccc2)C(=NCc2ccc(OC)cc2)N[C@H]1c1cccc(F)c1 | -7% | -15% | -16%
O=C(Nc1ccc(OC(F)(F)F)cc1)C1CCCN(S(=O)(=O)c2cccnc2)C1 (stereo not drawn) | 0% | -3% | -7%
Nc1nccnc1C(=O)OCC(=O)NNC(=O)c1ccccc1 | -12% | -17% | 19%
